A-T KAP1 phos = qHTS Assay for Identifying a Potential Treatment of Ataxia-Telangiectasia. […] A-T fibroblasts, KAP-1 phosphorylation AlphaLISA; neocarzinostatin DNA damage 30 min before lysis. Potency, µM (top dose mostly 57.5 µM), inactives show at the highest dose activation, usual class: activators. 320,000 tested, 0.19% active; further: potency means the concentration at half of the fitted maximal effect; % of control where 0% means no effect; nearly all actives have a fitted effect of over 45% in size
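ATM-like activity read as KAP-1 phosphorylation via AlphaLISA donor/acceptor antibody pairs after lysis and 6 hr at 25C. Cells were ATM-null patient fibroblasts ([…], hTERT), dosed 60 min, then exposed to the DSB inducer NCS for 30 min.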
a7 integrin act = qHTS for Activators of Integrin-Mediated Alleviation for Muscular Dystrophy; alpha7betagal myoblasts, beta-gal FDG fluorescence, 48 h; Potency, µM (titrated, usually from 38.3 µM), inactives show at the highest dose activation, hits mostly activators; 350,000 tested, 0.064% active; AID 624291, 2012;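 further: potency means the concentration at half of the fitted maximal effect; 100% = response of the positive control SU9516; nearly all actives have a fitted effect of over 60% in size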
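alpha7betagal+/- myoblasts (passage 13, 250/well) treated 48 h at 37C with compounds at 1:260 dilution of DMSO stock. Lysed, then beta-galactosidase activity read as FDG fluorescence (ex 480/em 540) after 30 min, with pre-read for autofluorescence.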
TSG101-PTAP inh = qHTS Assay for Iinhibitors of HIV-1 Budding by Blocking the Interaction of PTAP/TSG101 | Tumor susceptibility gene 101 protein (Homo sapiens), Q99816 | AID 493005, 2010 | Fluorescence polarization, FITC-PTAP peptide / Tsg101 binding | Potency, µM (highest dose often 115 µM), inactives show at the top dose activity change, negative = inhibition, most hits filed as inhibitors | 340,000 tested, under 10 active; active means well fitted inhibition curve with a large enough effect in the main read-out, with a control signal flat, not every such curve was filed as active; inconclusive means small, poorly fitted or top-dose-only effect, or effect the other way, or a change in a side signal; inactive means no such curve, though single readings can be large or run the other way; further: potency means the concentration at half of the fitted maximal effect; % of control where 0% means no effect
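Fluorescence anisotropy tracks displacement of a FITC-tagged PTAP peptide (50 nM) from the Tsg101 binding domain (10 uM), following a 20 min room-temperature incubation at pH 7.5.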
B2AR arrestin = qHTS assay of beta-arrestin-biased ligands of beta2-adrenergic receptor; beta-arrestin recruitment to beta2AR, cell-based reporter; Potency, µM (highest dose often 46.1 µM), for inactives: at the highest dose activation, actives largely listed as activators; 330,000 tested, 0.02% active; AID 492947, 2010;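 further: potency means the concentration at half of the fitted maximal effect; 0% = DMSO controls and full agonism = EC100 isoproterenol or metaproterenol; nearly all actives have a fitted effect of over 65% in size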
TCR activator = Activators of T cell receptors: qHTS campaign; primary human leukocytes, anti-CD3, IL-2 HTRF, 48 h; Potency, µM (top dose mostly 9.22 µM), inactives show top-dose activation of IL-2 secretion, usual class: activators; 330,000 tested, under 10 active; AID 504894, 2011; further: % of control where 0% means no effect
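Human primary leukocytes + a-CD3 beads + cpd, 48 hr; IL-2 in supernatant by HTRF (ex 320nm / em 665nm). No co-stimulatory signal supplied.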
p53 reactivator = qHTS assay for re-activators of p53 using a Luc reporter. H1299 p53-A138V BP100-luciferase reporter, luminescence, 24 h. Potency, µM (top dose mostly 92.2 µM), for inactives: top-dose activity change, positive = activation, usual class: activators. 320,000 tested, 0.063% active; further: potency means the concentration at half of the fitted maximal effect; % of control where 0% means no effect; nearly all actives have a fitted effect of over 45% in size
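p53-null H1299 cells stably carrying temperature-sensitive p53-A138V and a BP100-luciferase reporter were pinned with compounds (4-point, 1:5 series) and held 24 hrs at 37 deg C. Luminescence was read 10 min after detection reagent.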
ELG1 repair inh = qHTS screen for small molecules that inhibit ELG1-dependent DNA repair in human embryonic kidney (HEK293T) cells expressing luciferase-tagged ELG1; HEK293T ELG1-luciferase reporter, luminescence, 16 h; DNA damage induced by 5-fluorouridine; Potency, µM (titrated, usually from 46.1 µM), without a hit: at the top dose activity change, negative = inhibition, hits mostly inhibitors; 330,000 tested, 2.3% active; further: potency means the concentration at half of the fitted maximal effect; on the % scale 0 is the no-effect control and ±100 the full control effect; nearly all actives have a fitted effect of over 55% in size
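Luminescence from the luciferase reporter, measured 30 min after ONE-Glo reagent at room temperature, was the read-out. Beforehand, 2,000 cells per well were exposed for 16 hr at 37 °C to 5-fluorouridine together with compound or vehicle.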
BRCA1 expr up = qHTS Assay to Identify Small Molecule Activators of BRCA1 Expression | Potency, µM (titrated, usually from 46.1 µM), inactives show top-dose activation, most hits filed as activators | 380,000 tested, 1.1% active | MCF7-BRCA1-FFLuc reporter, luminescence, 48 h; response scale: scaled: vehicle 0%, 10 µM genistein 100%; further: potency means the concentration at half of the fitted maximal effect; nearly all actives have a fitted effect of over 80% in size; some results filed as inactive show a strong effect at the top dose
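Quantitative HTS in MCF7 cells stably reporting BRCA1 expression via firefly luciferase. Compound treatment lasts 48 h at 37 °C in phenol-red free MEM. Activation is expressed relative to genistein at 10 microM and DMSO.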
MLL CXXC-DNA inh = qHTS Fluorescence Polarization Assay for Inhibitors of MLL CXXC domain - DNA interaction; MLL-CXXC / FITC-HOXA9 DNA fluorescence polarization; Potency, µM (titrated, usually from 115 µM), inactives show at the highest dose activity change, negative = inhibition, most hits filed as inhibitors; 290,000 tested, 0.037% active; active means well fitted inhibition curve with a large enough effect in the polarisation, with a control signal flat, not every such curve was filed as active; inconclusive means small, poorly fitted or top-dose-only effect, or effect the other way, or a change in a side signal; inactive means no such curve, though single readings can be large or run the other way; the % refers to the polarisation; further: potency means the concentration at half of the fitted maximal effect
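Steps: dispense CXXC domain solution (7 uM) → pin compounds or unlabeled HOX-A9 DNA control → 5 min ambient → add FLSN-HOX-A9 solution (50 nM) → spin → 30 min ambient → fluorescence polarization. Tris pH 7.5/NaCl/DTT/BSA buffer.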
TRPV1 agonist = HTS Assay for Compounds that Act as Agonists of the Vanilloid Receptor 1. TRPV1-expressing cells, Fluo-8 calcium influx, agonist mode. Transient receptor potential cation channel subfamily V member 1 (Homo sapiens), Q8NER1. activation, % at 8.33 µM. 320,000 tested, 0.19% active; in the data active means activation above about 80%; inconclusive means between about 30% and that limit; further: 0% is about no effect
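Cells expressing TRPV1 were dye-loaded with Fluo-8 and read kinetically: 10 s baseline, 3 min after compound (agonist portion), then 2 min after EC20 capsaicin (allosteric enhancer portion). Calcium-bound dye fluorescence at 480/520 nm.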
An asterisk follows results filed as active; ? = inconclusive; / = not tested or not shown; [ ] = dose if it differs, or a comment. Unless noted, the call rests on the fitted dose curve; in most records, active means well fitted curve in the direction sought with a large enough effect; inconclusive means small, poorly fitted or top-dose-only effect, or another doubt; inactive means no such curve, though single readings can be large; an effect the other way counts as inactive or inconclusive. This is a random part of the collection; about 3.8% have a hit in one of these screens.

1) CCOC(=O)c1c(SCc2ccccc2)n[nH]c1N
2) O=C(C1CC1(c1ccccc1)c1ccccc1)N1CCOCC1 (stereo not given)
3) CCN1C[C@@H]2[C@@H]3C(=O)N(C)C(=O)[C@@H]3[C@](C)(C1=O)N2C(=O)c1ccc(C(C)(C)C)cc1
4) COc1ccccc1N(CC(=O)NC1CCCC1)C(=O)c1oc(C(C)(C)C)cc1C
5) O=C1[C@H]2[C@@H](c3ccc(F)cc3)N3C(=O)N(c4ccc(Br)cc4)C(=O)[C@@]3(Cc3ccccc3)[C@H]2C(=O)N1C1CCCCC1
6) O=C1CN(C(=O)COC(=O)C2=COCCO2)c2ccccc2N1
compound no.	1	2	3	4	5	6
A-T KAP1 phos	-1%	3%	/	0%	13%	0%
a7 integrin act	12%	15%	-10%	-37%	4%	10%
TSG101-PTAP inh	-3%	-3%	-2%	-11%	-2%	-2%
B2AR arrestin	0.1%	0.1%	/	-0.2%	-0.7%	0.4%
TCR activator	/	0%	0%	2%	-7%	6%
p53 reactivator	/	7%	/	-3%	12%	-1%
ELG1 repair inh	3%	-15%	/	?	-11%	1%
BRCA1 expr up	6%	12%	-2%	4%	-36%	-8%
MLL CXXC-DNA inh	-1%	-3%	/	-1%	0%	-5%
TRPV1 agonist	-2	15	/	?	0	-2

7) Cc1ccc([C@@H]2[C@@H]3C(=O)N(C)C(=O)[C@@H]3[C@]3(C)C(=O)N(Cc4ccc(-c5ccccc5)cc4)CC(=O)N23)o1
8) CC(=O)Nc1ccc(S(=O)(=O)n2nc(C)cc2C)cc1
9) O=C1CCCN1CCNC(=S)Nc1ccccc1
10) CN1C2C=C(N(CCc3ccccc3)C(=O)c3ccc(Cl)cc3)CC1CC2 (stereo not given)
11) O=C(NC1CCS(=O)(=O)C1)c1ccc(S(=O)(=O)NCC2CCCO2)cc1 (stereo not given)
12) COc1ccc(-c2c(C(F)(F)F)oc3c(CN4CCN(C)CC4)c(O)ccc3c2=O)cc1
compound no.	7	8	9	10	11	12
A-T KAP1 phos	1%	1%	-4%	-1%	5%	-1%
a7 integrin act	-4%	19%	18%	-38%	2%	-6%
TSG101-PTAP inh	-2%	2%	-6%	-3%	0%	-10%
B2AR arrestin	0.4%	0.0%	-0.2%	0.4%	0.0%	-0.1%
TCR activator	-6%	0%	/	2%	1%	-6%
p53 reactivator	/	0%	-1%	2%	-3%	3%
ELG1 repair inh	-8%	-8%	0%	-10%	6%	15%
BRCA1 expr up	-16%	-1%	-5%	-17%	1%	-5%
MLL CXXC-DNA inh	0%	-3%	-3%	3%	3%	16%
TRPV1 agonist	4	0	-1	7	-2	0

13) COc1ccc(CCNC(=O)C(=O)c2cn(CC(=O)N3CCOCC3)c3ccccc23)cc1
14) Nc1ccc2cc3[nH]c4cc(N)ccc4c3nc2c1
15) CCn1c(SCC(=O)N/N=C/c2c[nH]c3ccccc23)nnc1-c1ccc(C(C)(C)C)cc1
16) Cc1cccc(N(O)C(=O)Nc2cccc(Cl)c2)c1
17) Cc1ccc2c(c1)sc[n+]2Cc1ccccc1
18) CCCn1nc(C(=O)Nc2ccc(-n3cnnn3)cc2)c2ccccc2c1=O
compound no.	13	14	15	16	17	18
A-T KAP1 phos	27%	/	-3%	6%	0%	10%
a7 integrin act	-7%	-91%[inhibitor]	-19%	-31%	-10%[7.66 µM]	?
TSG101-PTAP inh	-5%	?	-9%	0%	-1%	-8%
B2AR arrestin	0.2%	/	-1.7%	-1.4%	-0.3%	-0.2%
TCR activator	6%	3%	-8%[46.1 µM]	0%	/	4%
p53 reactivator	-2%	/	12%	51%	29%	-3%
ELG1 repair inh	10%	/	18µM*	?	?	-7%
BRCA1 expr up	17%	-76%	-84%[inhibitor]	?	?	-24%
MLL CXXC-DNA inh	9%	/	12%	-2%	1%	/
TRPV1 agonist	5	/	2	2	3	-4

In the list so far, 2 have a furan ring, fused or not.
4) COc1ccccc1N(CC(=O)NC1CCCC1)C(=O)c1oc(C(C)(C)C)cc1C
7) Cc1ccc([C@@H]2[C@@H]3C(=O)N(C)C(=O)[C@@H]3[C@]3(C)C(=O)N(Cc4ccc(-c5ccccc5)cc4)CC(=O)N23)o1
compound no.	4	7
A-T KAP1 phos	0%	1%
a7 integrin act	-37%	-4%
TSG101-PTAP inh	-11%	-2%
B2AR arrestin	-0.2%	0.4%
TCR activator	2%	-6%
p53 reactivator	-3%	/
ELG1 repair inh	?	-8%
BRCA1 expr up	4%	-16%
MLL CXXC-DNA inh	-1%	0%
TRPV1 agonist	?	4

Later entries
19) COc1ccccc1OC(=O)Cc1cccc2ccccc12
20) CCOc1cc(/C=C(/C#N)c2ccc(Cl)cc2)cc(Cl)c1OCC(=O)O
21) CCNC(=O)CN1C(=O)NC2(CCOc3ccccc32)C1=O (stereo not given)
22) O=C(OCn1ncc(Br)c(Br)c1=O)c1c(F)cccc1F
23) Cn1c(=O)c2[nH]c(CCCCCc3nc4ccccc4[nH]3)nc2n(C)c1=O
24) O=C(CCS(=O)(=O)c1ccccc1)N1CCN(c2cccc(C(F)(F)F)c2)CC1
compound no.	19	20	21	22	23	24
A-T KAP1 phos	17%	3%	5%	-6%	/	3%
a7 integrin act	16%	13%	35%	/	-1%	-42%
TSG101-PTAP inh	1%	-10%	0%	/	-1%	-1%
B2AR arrestin	-0.2%	-0.8%	-0.6%	-0.2%	/	0.0%
TCR activator	-3%	-4%	-3%	/	2%	2%
p53 reactivator	-3%	-10%	8%	-17%	/	3%
ELG1 repair inh	8%	5%	1%	9.2µM*	/	3%
BRCA1 expr up	-15%	-79%	-7%	/	-9%	0%
MLL CXXC-DNA inh	-1%	-23%	15%	5%	/	30%[activator]
TRPV1 agonist	6	2	1	-5	/	?

25) Cc1ccc(C(=O)Nc2c3c(nn2C(C)(C)C)CS(=O)(=O)C3)cc1[N+](=O)[O-]
26) CC(C)(C)c1ccc(-c2noc(CCC(=O)N3CCOCC3)n2)cc1
27) C=CCN1CCOc2ccc(C)cc2S1(=O)=O
28) CC(C)Cn1c(NCCO)nc2ccccc21
29) CN1CCN(C(=O)c2ccc(N(Cc3ccc(Cl)cc3)S(C)(=O)=O)cc2)CC1
30) NS(=O)(=O)c1ccc(C(=O)O)cc1
compound no.	25	26	27	28	29	30
A-T KAP1 phos	-4%	4%	/	1%	7%	-13%
a7 integrin act	?	-19%	17%	9%	24%	/
TSG101-PTAP inh	-3%	-3%	-12%	-1%	-10%	-5%
B2AR arrestin	-0.2%	-0.1%	/	0.1%	-0.3%	0.1%
TCR activator	-1%	3%	-5%	-1%	13%	1%
p53 reactivator	-7%	9%	/	-1%	1%	0%
ELG1 repair inh	-2%	?	/	-8%	0%	-15%
BRCA1 expr up	0%	25%	12%	25%	-3%	-7%
MLL CXXC-DNA inh	-4%	-4%	/	2%	8%	-4%
TRPV1 agonist	4	?	/	-1	0	-2

31) COCCn1cnc2c1c(=O)n(CC(=O)c1ccc3c(c1)OCCO3)c(=O)n2Cc1ccccc1
32) O=C(CCC(=O)Nc1ccccc1Cl)N/N=C/c1c[nH]c2ccccc12
33) CC1CCCN(C(=O)CSc2nnc(-c3ccc(S(=O)(=O)N4CCOCC4)cc3)n2C)C1 (stereo not given)
34) COc1ccc(-n2cc3c(-c4cccc(Br)c4)nnc(C)c3n2)cc1
35) CCCc1cc(C(=O)Nc2ccc(C(=O)c3ccc(F)cc3)cc2)n(C)n1
36) CCc1ccc(N2C(=O)CN(Cc3ccc(OC)c(OC)c3)C2=S)cc1
37) Cc1ccsc1/C=N/NC(=O)Cc1cccn1C
compound no.	31	32	33	34	35	36	37
A-T KAP1 phos	-38%	8%	-4%	6%	0%	8%	-4%
a7 integrin act	-2%	-2%	-14%	21%	11%	-11%	-23%
TSG101-PTAP inh	1%	-1%	0%	?	-7%	-3%	-3%
B2AR arrestin	-0.4%	-1.1%	0.0%	0.8%	1.1%	-0.4%	-0.5%
TCR activator	1%	-4%[46.1 µM]	1%	-7%[46.1 µM]	1%	-6%[46.1 µM]	-1%
p53 reactivator	6%	-3%	-4%	-10%	-13%	-5%	5%
ELG1 repair inh	23%	-2%	1%	?	?	?	9%
BRCA1 expr up	-6%	-40%	-2%	-32%	-51%	-23%	20%
MLL CXXC-DNA inh	3%	-1%	8%	13%	-7%	-3%	2%
TRPV1 agonist	3	-2	-2	4	?	?	1

Assay outcomes: PubChem BioAssay, National Center for Advancing Translational Sciences (NCATS)
